Screens as filed in PubChem.
GRK2 inh: inhibitors of human GRK2 displacing RNA aptamer | P25098 | bead flow cytometry, FAM-aptamer displacement from GRK2 | inhibition of aptamer binding, % at 10 µM | 330,000 compounds, 0.59% hits | AID 488847;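 active = inhibition of aptamer binding above 40%, roughly 3 SD of noise, on plates passing a quality check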;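 note: median bead fluorescence of bound FAM aptamer so fluorescent compounds give negative values; no value below 0 was filed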
procasp7 counter: counter-screen for procaspase-3 activators: activators of human procaspase-7 | P55210 | recombinant procaspase-7, Ac-DEVD-pNA absorbance 405 nm; D23A/D198A/D206A triple mutant, cannot self-cleave; scale: DMSO 0, 5 µM enzyme 100 | activation, % at 8.5 µM | 330,000 compounds, 0.093% hits;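 active = percent activation above the screen-wide mean plus 3 SD, cut at about 25% in these data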
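System: Procaspase-7 triple mutant (PC-7 D3A); measure: % activation from two-timepoint absorbance difference, scaled to controls; times: 1 h compound preincubation, 2 h substrate cleavage, 25 °C; also added: Ac-DEVD-pNA substrate, 400 µM as added; measured by: Epi-absorbance of released pNA at 405 nm, two timepoints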
JMJD2C inh: blocks human GASC-1 demethylase activity; Q9H3R0; 330,000 compounds, 0.069% hits; inhibition, % at 2.35 µM; GST-JMJD2C(1-420) H3K9me3 demethylation, DELFIA europium;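 active = more than half of a compound's replicate wells show inhibition beyond 50%, single wells judged on their own value; inconclusive = some, but no more than half, of replicates pass 50% inhibition; inactive = no replicate passes 50% inhibition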;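 note: signal counts dimethyl H3K9 product captured on neutravidin plate; 0% = median of DMSO wells and 100% = 0.3 times that DMSO median; strong numbers were not always called active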
core dimer inh: HCV core protein dimerization inhibition; 300,000 compounds, 0.33% hits; AID 1899; inhibition, % at 5 µM; TR-FRET GST/Flag-core106 dimerization, 1536-well;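 active = inhibition above the mean of all tested compounds plus 3 SD, set per screening campaign, cut at about 45% in these data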
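Material: Tagged HCV core106 pair (GST and Flag) | Amount: GST-core106 13.5 nM, Flag-core106 17 nM | Medium: KF-containing HEPES buffer, pH 7.45, DTT, CHAPS, BSA | Reagent: Eu donor and XL665 acceptor anti-tag antibodies | Schedule: 4 h at 22.5 °C | Technique: Time-resolved FRET, ex 340 nm, em 617 and 671 nm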
PP1 counter: blocks human PP1-alpha phosphatase, a PP5 counter-screen; purified PP1alpha, OMFP fluorescence; inhibition, % at 6.7 µM; 320,000 compounds, 0.9% hits;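 active = inhibition above the mean inhibition of all tested compounds plus 3 SD, computed separately for each screening campaign, cut at about 15% in these data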
Target sequence (P62136 whole entry, looked up): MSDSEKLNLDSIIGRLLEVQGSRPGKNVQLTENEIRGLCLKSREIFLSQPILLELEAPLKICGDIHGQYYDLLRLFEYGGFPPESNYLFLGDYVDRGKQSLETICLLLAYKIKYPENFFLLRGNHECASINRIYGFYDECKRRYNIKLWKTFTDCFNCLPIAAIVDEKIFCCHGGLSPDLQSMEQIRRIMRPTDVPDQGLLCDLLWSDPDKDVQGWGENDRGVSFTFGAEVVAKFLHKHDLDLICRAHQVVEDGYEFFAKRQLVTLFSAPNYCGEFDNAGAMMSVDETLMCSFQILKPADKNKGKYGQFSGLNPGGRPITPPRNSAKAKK
Fh CTSL1 inh: cathepsin L1 inhibition, PFM18AAP counter-screen. recombinant F. hepatica cathepsin L1, Z-Leu-Arg-MCA fluorescence. inhibition, % at 5.96 µM. 300,000 compounds, 0.49% hits;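 active = inhibition above the mean of all tested compounds plus 3 SD, set per screening campaign, cut at about 17% in these data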;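 note: 0% = plate median of test compound wells and 100% = 1 µM Z-Phe-Ala-diazomethylketone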
VLA-4 inh: inhibition in a human VLA-4 binding assay | VLA-4 expressing cells, ligand binding flow cytometry | inhibition, % (about 7 µM as worked out from the volumes in the protocol) | 330,000 compounds, 0.2% hits | AID 2557; in the data active = inhibition above about 50%
PP5 primary: PP5 (human) phosphatase inhibition; P53041; inhibition, % at 6.7 µM; purified PP5c, OMFP substrate fluorescence; 320,000 compounds, 0.18% hits; AID 1987;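 active = inhibition above the campaign's mean inhibition across all tested compounds plus 3 SD, cut at about 9.5% in these data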;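 note: 0% = DMSO only and 100% = 100 µM cantharidin control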
Target sequence (P53041 whole entry, looked up): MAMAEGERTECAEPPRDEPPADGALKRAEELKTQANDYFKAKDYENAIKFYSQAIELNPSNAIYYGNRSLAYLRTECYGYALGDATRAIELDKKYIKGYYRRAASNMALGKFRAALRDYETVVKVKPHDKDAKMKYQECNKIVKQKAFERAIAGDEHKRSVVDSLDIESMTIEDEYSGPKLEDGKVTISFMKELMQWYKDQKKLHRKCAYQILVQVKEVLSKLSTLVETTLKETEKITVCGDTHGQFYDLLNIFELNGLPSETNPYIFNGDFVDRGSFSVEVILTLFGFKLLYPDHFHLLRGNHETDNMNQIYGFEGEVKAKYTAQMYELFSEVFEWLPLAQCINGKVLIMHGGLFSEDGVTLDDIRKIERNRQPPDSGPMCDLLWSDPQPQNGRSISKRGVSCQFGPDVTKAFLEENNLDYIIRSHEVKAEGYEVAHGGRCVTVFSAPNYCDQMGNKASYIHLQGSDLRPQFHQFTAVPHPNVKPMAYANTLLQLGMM
procasp3 activ: activates human procaspase-3 | recombinant procaspase-3 D3A, Ac-DEVD-pNA absorbance 405 nm | AID 463141 | activation, % at 8.5 µM | 330,000 compounds, 0.11% hits | P42574;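 active = activation above the mean of all tested compounds plus 3 SD, cut at about 21% in these data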;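 note: 0% = DMSO alone and 100% = DMSO wells spiked with extra 5 µM PC-3 D3A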
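material = Procaspase-3 D3A mutant | probe or stimulus = Ac-DEVD-pNA | compound = single dose, 8.5 µM nominal compound, 0.8% DMSO | timing = 1 h preincubation, 2 h reaction | measured by = 405 nm absorbance of p-nitroaniline, reads at 0 and 120 min | benchmarks = DMSO-only low control, 5 µM PC-3 D3A high control | repeats = singlicate, each compound tested once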
* hit, by the source's call; ? = inconclusive; / = no result given.

mol | PP5 primary | procasp7 counter | PP1 counter | core dimer inh | Fh CTSL1 inh | JMJD2C inh | GRK2 inh | procasp3 activ | VLA-4 inh
CC1CC(C)CN(CC(=O)Nc2ccc(S(N)(=O)=O)cc2)C1 (centres undefined) | 0.6 | 3 | -4 | 5 | 1 | -3 | 2 | 10 | -11
CC(=O)C1=C(C)NC(=S)NC1c1cc([N+](=O)[O-])ccc1O (centres undefined) | 1.9 | 5 | -2 | 2 | 1 | -11 | 1 | 3 | -2
CC(=O)Nc1ccc(S(=O)(=O)N2CCN(Cc3nc4sc(C)c(C)c4c(=O)[nH]3)CC2)cc1 | 2.0 | -7 | -3 | 1 | 1 | 14 | 2 | -12 | -5
CCCN(CC1CC1)C(=O)COC(=O)c1[nH]c(C)c(C(=O)OCC)c1C | 1.8 | 3 | -4 | -1 | 5 | -14 | 4 | 5 | 0
CCn1c(O)c(N=NC(=O)Cn2ccc(C(F)(F)F)n2)c2ccccc21 | 0.1 | 2 | -2 | -4 | 0 | -4 | 0 | -4 | 32
CCc1cc(C(=O)OC)c(NC(=O)CC2SC(N)=NC2=O)s1 (centres undefined) | -0.8 | -5 | 3 | -1 | -2 | -1 | 4 | -1 | 9
Fc1ccc(OCc2cc(-c3ccccc3)no2)cc1 | 0.5 | -5 | 3 | -7 | -1 | 2 | 0 | 1 | -1
CCOC(=O)C1=CCN(Cc2ccccc2)CC1 | -6.1 | -6 | -10 | -10 | -4 | -4 | 1 | -3 | 11
O=C(NCc1ccc(Cl)cc1)C1CCCCN1S(=O)(=O)c1ccccc1 (centres undefined) | -1.4 | -5 | -1 | -2 | 0 | -2 | 4 | -4 | -12
CC12OC1C1(O)CCCC1=CC2=O (centres undefined) | -1.3 | 12 | -3 | 12 | 2 | ? | 3 | -8 | 37
Cc1[nH]c2ccccc2c1C(=O)COC(=O)CCS(=O)(=O)c1ccccc1Cl | 2.4 | 2 | 1 | -1 | -73 | -3 | 1 | -2 | 6
Cc1csc2nc(CCNS(=O)(=O)c3ccc4c(c3)OCCO4)cn12 | 3.1 | 1 | 8 | 12 | -2 | -7 | 0 | 3 | 4
C(#Cc1ccccc1)C[N+]1(CC#Cc2ccccc2)CCCCC1 | 3.1 | -2 | 3 | -9 | -3 | -3 | 0 | -2 | 7
CCn1nc(NS(=O)(=O)c2ccc([N+](=O)[O-])cc2)c2cc3cc(C)ccc3nc21 | -0.3 | 4 | 2 | -7 | 4 | 13 | 0 | -1 | -5
Cc1cnc(NC(=O)CSc2nnc(Cc3ccccc3)o2)s1 | 2.7 | -6 | -2 | 1 | -1 | -1 | 1 | 6 | 10
COc1ccc(S(=O)(=O)NCC(c2ccco2)N2CCc3ccccc32)cc1 (centres undefined) | 2.9 | -8 | -1 | 3 | 4 | -24 | 1 | -1 | 7
CCOC(=O)NC(=O)/C(C#N)=N\Nc1cccc(Cl)c1 | 0.7 | -10 | -1 | 6 | 8 | -5 | 2 | 0 | -5
Cn1c(N)c(C(=O)COC(=O)/C=C/c2ccccc2Cl)c(=O)n(C)c1=O | 1.0 | 1 | 0 | / | / | 7 | 2 | 2 | 14
COc1ccc(OC)c(C2=NOC(C(=O)Nc3cccc(C(C)=O)c3)C2)c1 (centres undefined) | 0.1 | -2 | 5 | -2 | -1 | 25 | 1 | 10 | 1
Cc1ccc(COC(=O)c2ccc3c(c2)C(=O)N(CCCN2CCOCC2)C3=O)cc1 | -2.2 | 6 | 1 | 1 | 0 | -1 | 3 | 3 | 2
CCc1ccc(NC(=O)c2cc3c(C)nc4ccccc4c3o2)cc1 | 3.3 | -10 | -2 | 14 | -1 | 1 | 2 | -7 | 8
O=C(CNC(=O)c1ccc(Br)o1)NC12CC3CC(CC(C3)C1)C2 | 1.4 | 8 | 1 | 0 | -2 | 17 | 0 | 2 | 8
CCO[C@H]1OC(C(=O)NC2CC2)=C[C@@H](C2CC2)[C@@H]1CCCO | -0.8 | 0 | 2 | 4 | -2 | 9 | 2 | 7 | -9
COC(=O)c1ccc(CSc2nc3c(c(=O)n2-c2ccc(C)cc2)SCC3)o1 | 2.9 | -5 | -4 | 23 | -1 | -16 | 1 | 0 | 27
CC(C)NC(=O)CN1CCN(Cc2nc(-c3cccs3)no2)CC1 | -2.4 | 12 | -8 | 1 | -6 | 6 | 0 | 1 | 4
O=C1c2cccc(O)c2C(=O)c2c(O)cccc21 | -1.4 | 2 | 3 | 13 | 6 | 15 | 6 | -1 | 8
COc1cccc(NC(=O)C2CCN(S(=O)(=O)c3ccc4c(c3)N(C(C)=O)CCO4)CC2)c1 | 1.6 | 13 | -3 | -1 | -5 | -19 | 0 | 3 | 8
Cc1ccc(C)c(NC(=O)CCc2nnc3ccc(N4CCCCC4)nn23)c1 | 0.8 | 6 | 2 | -4 | 3 | 1 | 7 | -3 | 11
Cc1ccc(S(=O)(=O)C(C#N)=C2N(C)c3ccccc3N2C)cc1 | 0.0 | -4 | 10 | 4 | -6 | -32 | 9 | -11 | -2
CN1C(=O)NC(NS(=O)(=O)c2ccc(N)cc2)(C(F)(F)F)C1=O (centres undefined) | -1.1 | -2 | 3 | -4 | -1 | -13 | 0 | -3 | 11

2 compounds drawn at random from the list so far, as already listed:
mol | PP5 primary | procasp7 counter | PP1 counter | core dimer inh | Fh CTSL1 inh | JMJD2C inh | GRK2 inh | procasp3 activ | VLA-4 inh
CCOC(=O)C1=CCN(Cc2ccccc2)CC1 | -6.1 | -6 | -10 | -10 | -4 | -4 | 1 | -3 | 11
CC(=O)Nc1ccc(S(=O)(=O)N2CCN(Cc3nc4sc(C)c(C)c4c(=O)[nH]3)CC2)cc1 | 2.0 | -7 | -3 | 1 | 1 | 14 | 2 | -12 | -5

(list continues)
mol | PP5 primary | procasp7 counter | PP1 counter | core dimer inh | Fh CTSL1 inh | JMJD2C inh | GRK2 inh | procasp3 activ | VLA-4 inh
CCOC(=O)CNC(=O)CSc1nnc(Cn2cnc3ccccc32)n1C | 1.8 | 9 | -1 | -1 | 4 | 0 | 0 | -3 | 2
CC(C)c1cccc(C(C)C)c1NC(=O)CNCC(O)c1ccccc1 (centres undefined) | 2.9 | -7 | 0 | -3 | -3 | -19 | 0 | 11 | -7
CC1(C)CC(=O)/C(=C(/O)Cc2ccccc2)C(=NCCc2ccccc2)C1 | 1.5 | 2 | 4 | 4 | 4 | 4 | 0 | 9 | 7
CCOC(=O)c1c(-c2cccc(C)c2)csc1NC(=O)c1c(-c2ccccc2)noc1C | 4.5 | 4 | 5 | 14 | 2 | 3 | 0 | -2 | 15
CC(=O)NC(Cc1c[nH]c2ccccc12)C(=O)O (centres undefined) | 1.0 | 4 | -3 | 2 | -2 | -1 | 3 | 5 | 1
CSc1nc(Cl)cc(Nc2ccccc2N)n1 | 1.8 | 8 | -3 | 0 | 0 | 2 | 11 | -11 | -1
Cc1cc(C)cc(N(CC(=O)N2CCOCC2)S(=O)(=O)c2ccccc2)c1 | 3.3 | 13 | 1 | -5 | -2 | -10 | 1 | -5 | 6
O=S(=O)(NC1CC1)c1ccc(S(=O)(=O)N(Cc2ccccn2)C2CC2)cc1 | -0.8 | -3 | -2 | 3 | 2 | -32 | 2 | 7 | -1
CC(Sc1nc2cc(Cl)ccc2s1)C(=O)Nc1cccc(S(=O)(=O)N2CCOCC2)c1 (centres undefined) | 2.8 | 4 | 1 | 10 | -2 | 0 | 0 | 5 | 14
Cc1cccc(NC(=O)/C(C#N)=C/c2cn(CC(=O)NCc3ccco3)c3ccccc23)c1C | 0.7 | -18 | 14 | 8 | -3 | -1 | / | -21 | 36
Cn1cc(Cl)c(C(=O)Nc2nc3ccc(Cl)cc3s2)n1 | 4.8 | -4 | -2 | 0 | 0 | 84 | 0 | -3 | 1
N/C(CN1CCSCC1)=N\OCc1c(F)cccc1Cl | -0.5 | 6 | -3 | 1 | 0 | -10 | 0 | -1 | -13
CCCCN(C(=O)c1ccc(N2CCCC2=O)cc1)c1c(N)n(Cc2ccccc2)c(=O)[nH]c1=O | 1.4 | -6 | -1 | -1 | 5 | -4 | 0 | 7 | 8
COc1ccc(CNC(=O)c2ccc(NS(=O)(=O)c3c(C)noc3C)cc2)cc1 | 0.1 | 2 | -1 | -5 | -3 | 16 | 2 | -12 | -8
O=C(Nc1ccc(F)cc1)C1CCN(C(=O)c2ccc(F)cc2)CC1 | 2.8 | -6 | -4 | / | / | -11 | 1 | -4 | 3
CCC1=Nc2cc(C(=O)O)ccc2Sc2ccc(Cl)cc21 | 2.0 | 11 | -1 | 26 | -5 | 2 | 3 | 4 | 23
CCN(CC)C(=O)Cn1cnc2sc(C)c(S(=O)(=O)N3CCC(C)CC3)c2c1=O | 1.0 | 1 | 1 | -2 | -3 | -3 | 1 | -8 | 8
CCc1cccc2c(C(=O)CSc3nnc(C4CC4)o3)c[nH]c12 | 5.6 | 2 | -1 | / | / | 6 | 3 | -1 | 1
Cc1cccc(NC(=O)CNC(=O)COc2cc(F)ccc2[N+](=O)[O-])c1C | -0.1 | -2 | -3 | 0 | 1 | -3 | 0 | 1 | 7
O=C(/C=C/c1ccccc1)Oc1ccc(C(=S)N2CCOCC2)cc1 | 1.2 | 6 | -2 | 4 | -10 | 16 | 0 | -1 | -2
CCCCC(=O)Nc1nc2ccc3nc(C)sc3c2s1 | 5.0 | 1 | 4 | -4 | -2 | 21 | 0 | 3 | -3
Cc1cc(NC(=O)COC(=O)c2n[nH]c3ccccc23)no1 | 0.0 | 3 | -2 | -6 | -3 | 119 | 0 | -2 | 5
Cc1cc(C)cc(N2C(=O)CC(Sc3nnnn3-c3ccccc3)C2=O)c1 (centres undefined) | 6.0 | -27 | 0 | 0 | -4 | -2 | 0 | -17 | 17
O=C(Nc1nnc(-c2ccc3c(c2)OCCO3)o1)c1ccc(Cc2ccccc2)cc1 | 0.9 | 5 | 7 | 15 | -1 | -2 | 0 | -2 | -54
O=C(c1cc2cc(Cl)ccc2o1)N1CCCC1 | 1.7 | 11 | 13 | -8 | -1 | 2 | 0 | 3 | 4
c1ccc(C(Cc2nc(-c3ccccn3)no2)c2ccccc2)cc1 | 3.3 | 1 | 0 | 9 | 2 | -9 | 0 | 1 | -4
Oc1c(/C=N/c2ccccn2)sc2ccccc12 | -0.1 | -21 | 0 | -19 | 3 | 6 | 0 | -11 | -3
COc1cc(/C=N/NC(=O)c2cccnc2)ccc1OS(=O)(=O)c1cc(C)ccc1C | 3.0 | 1 | -2 | -6 | -5 | -3 | 4 | -3 | 11
Cc1cccc(CS(=O)(=O)Cc2ccc(C(=O)NCCCN3CCCC3)o2)c1 | 1.7 | 2 | -1 | 3 | -1 | -4 | 0 | -2 | 27
